Compound activity as filed in PubChem BioAssay.
KCNH2 WT inh – qHTS for Inhibitors of KCHN2 3.1: Wildtype qHTS. activity change, % at 1.84 µM. Voltage-gated inwardly rectifying potassium channel KCNH2 (Homo sapiens), Q12809. U2OS, BacMam KCNH2, thallium flux FluxOr; stronger effect = lower value. hit rate 0.37% among 340,000;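 active = maximum activity change below -70%; inconclusive = maximum activity change between -70% and -50%; inactive = maximum activity change above -50%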; note: % is set by controls: 0 for no effect and ±100 for the full control effect
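U2OS cells transduced with wild-type KCNH2 virus are loaded with FluxOr dye for 45 min, and thallium flux is measured in kinetic reads before and after stimulation buffer. Rate constants are normalized to DMSO controls.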
MLL CXXC-DNA inh – qHTS Fluorescence Polarization Assay for Inhibitors of MLL CXXC domain - DNA interaction; Histone-lysine N-methyltransferase 2A (Homo sapiens), Q03164; Potency, µM (highest dose often 115 µM), for the others: top-dose activity change, negative = inhibition, hits mostly inhibitors; AID 2662, 2010; MLL-CXXC / FITC-HOXA9 DNA fluorescence polarization; hit rate 0.037% among 290,000; active = well fitted inhibition curve with a large enough effect in the polarisation, with a control signal flat, not every such curve was filed as active; inconclusive = small, poorly fitted or top-dose-only effect, or effect the other way, or a change in a side signal; inactive = no such curve, though single readings can be large or run the other way; the % refers to the polarisation; note: potency is the fitted concentration of half-maximal effect
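Purified MLL-CXXC (added from a 7 uM solution) was preincubated 5 min at ambient with pinned compounds in 50 mM Tris-HCl pH 7.5, 50 mM NaCl, 1 mM DTT, 0.05% BSA. Fluorescein-labeled HOX-A9 DNA (50 nM solution) followed, 30 min, then polarization read.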
AT treatment – qHTS Assay for Identifying a Potential Treatment of Ataxia-Telangiectasia | Potency, µM (highest dose often 57.5 µM), for the others: top-dose activation, usual class: activators | hit rate 0.19% among 320,000 | AID 485349, 2010 | […] A-T fibroblasts, KAP-1 phosphorylation AlphaLISA; neocarzinostatin DNA damage 30 min before lysis; note: potency is the fitted concentration of half-maximal effect; % of control where 0% means no effect; nearly all actives have a fitted effect of over 45% in size
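ATM-like activity read as KAP-1 phosphorylation via AlphaLISA donor/acceptor antibody pairs after lysis and 6 hr at 25C. Cells were ATM-null patient fibroblasts ([…], hTERT), dosed 60 min, then exposed to the DSB inducer NCS for 30 min.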
TRPV1 ag – HTS Assay for Compounds that Act as Agonists of the Vanilloid Receptor 1; activation, % at 8.33 µM; TRPV1-expressing cells, Fluo-8 calcium influx, agonist mode; Transient receptor potential cation channel subfamily V member 1 (Homo sapiens), Q8NER1; hit rate 0.19% among 320,000; in the data active = activation above about 80%; inconclusive = between about 30% and that limit; note: 0% is about no effect
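TRPV1-expressing cells were cultured overnight at 35.5C and loaded with Fluo-8 calcium dye for 40 to 90 min at room temperature. After a 10 s baseline, compound was added and calcium influx was read kinetically for 3 min (ex 480/em 520 nm).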
S-ASM inh – Inhibitors of Secretory Acid Sphingomyelinase (S-ASM): qHTS | Sphingomyelin phosphodiesterase (Homo sapiens), P17405 | placental ASM, HMU-PC fluorogenic substrate, 60 min | Potency, µM (titrated, usually from 57.5 µM), for the others: at the highest dose activity change, negative = inhibition, usual class: inhibitors | hit rate 0.006% among 340,000; note: potency is the fitted concentration of half-maximal effect
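qHTS format. ASM enzyme prepared from human placenta hydrolyses the fluorogenic substrate HMU-PC0 (9 uM final) over 60 min at 37 °C after a 10 min compound preincubation.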
FBPA coupling cs – qHTS Assay for Inhibitors of Fructose-1,6-bisphosphate Aldolase from Giardia Lamblia: Coupling assay counterscreen. coupling enzyme system counterscreen, AmpLite Red fluorescence. hit rate 0.67% among 290,000. activity change, negative = inhibition, % at 58.2 µM, hits read low. AID 2472, 2010; in the data active = activity change below about -30%; note: % is set by controls: 0 for no effect and ±100 for the full control effect
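Final compound at 57.5 uM, incubated 10 min at RT with coupling enzyme reagent (glyceraldehyde-3-phosphate), then 20 min with substrate and AmpLite Red detection. Fluorescence read at 525/598 nm; tests interference with the coupling assay, not aldolase inhibition.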
KCNH2 3.1 block – qHTS for Inhibitors of KCHN2 3.1: Mutant qHTS; hit rate 0.95% among 340,000; Potassium voltage-gated channel subfamily H member 2, brain isoform KCNH2 3.1 (human); AID 720553, 2013; activity change, % (tested at about 1.8 µM); U2OS KCNH2 3.1, thallium flux FluxOr; stronger effect = lower value;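 active = maximum activity change below -70%; inconclusive = maximum activity change from -70% to -50%; inactive = maximum activity change above -50%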;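 note: thallium influx rate constant from kinetic fluorescence after stimulation buffer; % is set by controls: 0 for no effect and ±100 for the full control effect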
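Thallium flux via FluxOr fluorescence (Red40 quencher, 45 min loading) in U2OS cells virally expressing the KCNH2 3.1 isoform (1.77 x 10^8 /mL virus, overnight at 37 C). Rate constants from 2-min kinetic reads post-stimulation, normalised to positive and negative controls.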
Integrin act MD – qHTS for Activators of Integrin-Mediated Alleviation for Muscular Dystrophy; alpha7betagal myoblasts, beta-gal FDG fluorescence, 48 h; Potency, µM (titrated, usually from 38.3 µM), for inactives: at the highest dose activation, most hits filed as activators; hit rate 0.064% among 350,000; AID 624291, 2012;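 note: potency is the fitted concentration of half-maximal effect; 100% = response of the positive control SU9516; nearly all actives have a fitted effect of over 60% in size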
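alpha7betagal+/- myoblasts (passage 13, 250/well) treated 48 h at 37C with compounds at 1:260 dilution of DMSO stock. Lysed, then beta-galactosidase activity read as FDG fluorescence (ex 480/em 540) after 30 min, with pre-read for autofluorescence.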
MBNL1 CUG block – qHTS Assay for Inhibitors of MBNL1-poly(CUG) RNA binding; TR-FRET MBNL1-His/biotin-(CUG)12 binding, 665/545 ratio; Potency, µM (series often up to 57.5 µM), without a hit: at the highest dose activity change, negative = inhibition, usual class: inhibitors; hit rate 0.036% among 280,000; AID 2675, 2010; active = well fitted inhibition curve with a large enough effect in the signal ratio, with a control signal flat, not every such curve was filed as active; inconclusive = small, poorly fitted or top-dose-only effect, or effect the other way, or a change in a side signal; inactive = no such curve, though single readings can be large or run the other way; the % refers to the signal ratio; note: potency is the fitted concentration of half-maximal effect; % is set by controls: 0 for no effect and ±100 for the full control effect
Target sequence (Q9NR56 whole entry, looked up): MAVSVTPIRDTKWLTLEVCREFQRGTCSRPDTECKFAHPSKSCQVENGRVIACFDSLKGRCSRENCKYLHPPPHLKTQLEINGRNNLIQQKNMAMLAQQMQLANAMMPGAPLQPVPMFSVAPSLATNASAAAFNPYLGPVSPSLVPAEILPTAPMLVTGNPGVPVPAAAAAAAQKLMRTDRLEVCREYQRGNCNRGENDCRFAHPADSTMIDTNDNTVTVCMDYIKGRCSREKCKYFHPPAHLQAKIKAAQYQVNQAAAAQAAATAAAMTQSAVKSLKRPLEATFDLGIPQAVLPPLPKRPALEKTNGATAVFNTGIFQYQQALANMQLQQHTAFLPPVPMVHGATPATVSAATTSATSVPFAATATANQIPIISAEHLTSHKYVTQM
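Compounds (final 92 nM to 58 uM) are added to His-tagged MBNL1 and biotin-(CUG)12, then terbium anti-His antibody and streptavidin-XL665 (5 nM final). After 60 min at room temperature, the 665/545 nm ratio is read.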
GALK inh – qHTS Assay for Inhibitors of Human Galactokinase (GALK) | Potency, µM (doses to about 57.5 µM), for the others: top-dose activity change, negative = inhibition, actives largely listed as inhibitors | P51570 | Purified GALK, Kinase-Glo residual ATP luminescence | hit rate 0.007% among 270,000; note: potency is the fitted concentration of half-maximal effect; % is set by controls: 0 for no effect and ±100 for the full control effect
Target sequence (P51570 whole entry, looked up): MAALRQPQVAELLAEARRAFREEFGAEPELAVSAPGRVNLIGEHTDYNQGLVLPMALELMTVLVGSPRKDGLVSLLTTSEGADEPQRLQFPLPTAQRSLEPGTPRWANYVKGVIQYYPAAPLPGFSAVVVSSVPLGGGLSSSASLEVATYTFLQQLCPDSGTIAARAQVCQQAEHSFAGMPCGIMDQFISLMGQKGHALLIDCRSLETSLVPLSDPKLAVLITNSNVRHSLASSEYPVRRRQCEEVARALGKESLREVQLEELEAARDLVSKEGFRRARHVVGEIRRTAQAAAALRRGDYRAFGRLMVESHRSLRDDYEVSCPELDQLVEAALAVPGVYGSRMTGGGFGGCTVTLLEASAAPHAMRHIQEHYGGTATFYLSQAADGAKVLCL
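Luminescence from leftover ATP (Ultra-Glo luciferase/luciferin) served as read-out after a 1 h room-temperature reaction of 5 nM GALK with 35 uM ATP and 100 uM galactose.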
The depositor's hits bear a star; i = inactive; ? = inconclusive; . = not tested or not shown; [ ] = dose if it differs, or a comment. Unless noted, calls come from the whole dose curve; as a rule, active = well fitted curve in the direction sought with a large enough effect; inconclusive = small, poorly fitted or top-dose-only effect, or another doubt; inactive = no such curve, though single readings can be large; an effect the other way counts as inactive or inconclusive.

#1 CSCCC(NC(=O)c1ccccc1)C(=O)N/N=C(\C)c1ccccc1 (configuration not stated)
#2 Cc1ccc(C2CC(=O)c3cnc(N4CCN(c5ccccc5)CC4)nc3C2)cc1 (configuration not stated)
#3 O=C1CC(c2ccccc2)n2nc(N3C(=O)c4ccccc4C3=O)nc2N1 (configuration not stated)
#4 N=C(N)SCc1ccc(Cl)cc1Cl
#5 CN=C1SC(CC(=O)Nc2ccc(F)cc2F)C(=O)N1/N=C/c1ccc(OC(F)F)c(OC)c1 (configuration not stated)
#6 CC(=O)c1cnc(Nc2cccc(C)c2)s1
#7 C=CCOC(=O)C1=C(C)N=C2SCCC(=O)N2C1c1ccc(OC(=O)c2ccco2)cc1 (configuration not stated)
#8 O=c1[nH]c(=S)[nH]c2sc3c(c12)CCCCCC3
Compound	1	2	3	4	5	6	7	8
KCNH2 WT inh	34	10	-25	4	1	-1	-4	16
MLL CXXC-DNA inh	16%	1%	-3%	-1%	-1%	9%	34%[activator]	17%
AT treatment	4%	-3%	1%	-3%	3%	4%	3%	-1%
TRPV1 ag	8	-2	2	-6	4	?	-3	-1
S-ASM inh	-3%	-8%	0%	-1%	-6%	66%[activator]	-8%	-2%
FBPA coupling cs	0	0	0	3	-11	0	-1	4
KCNH2 3.1 block	0	14	-5	7	16	3	-4	5
Integrin act MD	-2%	1%	13%	-29%	-10%	11%	6%	18%
MBNL1 CUG block	-6%	9%	15%	-14%	2%	?	3%	8%
GALK inh	-2%	1%	4%	.	-1%	-2%	6%	-7%

#9 CCOC(=O)N1CCN(C(=O)COc2ccc(S(=O)(=O)NC3CCCCC3)cc2C)CC1
#10 CCOc1cc(C#N)ccc1OCC(=O)NNC(=O)CC1CCS(=O)(=O)C1 (configuration not stated)
#11 COC(=O)[C@H](CCSC)NC(=O)Cn1cnc2c(NCc3ccccc3)ncnc21
#12 CCC1CCCCN1CCCNC(=O)CC1Oc2ccc(C)cc2NC1=O (configuration not stated)
#13 COc1ccc(N2CCN(C(=O)COC(=O)CCc3ccccc3)CC2)cc1
#14 c1ccc(OCCSc2nnc3sc4ccccc4n23)cc1
#15 CCOC(=O)c1cnc(-c2ccccc2)nc1N
#16 O=S(=O)(c1cccs1)N1CCc2ccccc2C1
Compound	9	10	11	12	13	14	15	16
KCNH2 WT inh	-14	-1	-2	3	-10	-28	-1	3
MLL CXXC-DNA inh	-4%	.	.	7%	.	-5%	-4%	0%
AT treatment	0%	12%	9%	1%	3%	3%	3%	3%
TRPV1 ag	6	-1	.	-5	14	10	-3	3
S-ASM inh	2%	.	2%	4%	-2%	0%	3%	3%
FBPA coupling cs	0	.	.	-1	.	-39*	0	-4
KCNH2 3.1 block	-14	-25	8	8	21	9	20	6
Integrin act MD	32%	22%	21%	9%	6%	-5%	15%[7.66 µM]	-5%
MBNL1 CUG block	3%	.	.	4%	.	-12%	8%	1%
GALK inh	1%	.	.	0%	.	3%	0%	1%

Part of the list above, bar-delimited.
no. | Molecule | KCNH2 WT inh | MLL CXXC-DNA inh | AT treatment | TRPV1 ag | S-ASM inh | FBPA coupling cs | KCNH2 3.1 block | Integrin act MD | MBNL1 CUG block | GALK inh
9 | CCOC(=O)N1CCN(C(=O)COc2ccc(S(=O)(=O)NC3CCCCC3)cc2C)CC1 | -14 | -4% | 0% | 6 | 2% | 0 | -14 | 32% | 3% | 1%
10 | CCOc1cc(C#N)ccc1OCC(=O)NNC(=O)CC1CCS(=O)(=O)C1 (configuration not stated) | -1 | . | 12% | -1 | . | . | -25 | 22% | . | .
11 | COC(=O)[C@H](CCSC)NC(=O)Cn1cnc2c(NCc3ccccc3)ncnc21 | -2 | . | 9% | . | 2% | . | 8 | 21% | . | .
12 | CCC1CCCCN1CCCNC(=O)CC1Oc2ccc(C)cc2NC1=O (configuration not stated) | 3 | 7% | 1% | -5 | 4% | -1 | 8 | 9% | 4% | 0%

Further records
#17 CC(=O)Nc1cccc(C(=O)NNC(=O)c2ccccc2-n2cccc2)c1
#18 CC(=O)NC(CC(=O)OCc1ccc([N+](=O)[O-])cc1)c1ccccc1 (configuration not stated)
#19 Cc1[nH]nc2c1/C(=N\O)CCC2
#20 CCc1c(C2(O)CCCCC2)[nH]c2cc(C(F)(F)F)ccc12
#21 COc1ccc(C(=O)N2CCCCC2)cc1S(=O)(=O)Nc1ccccc1
#22 CCc1cccc(CC)c1NC(=O)CSc1nc2ccc(N3C(=O)C4C5C=CC(C5)C4C3=O)cc2s1 (configuration not stated)
#23 O=C(Cn1c(=O)n(-c2ccccc2)c(=O)n1CC(=O)N1CCCCC1)N1CCCCC1
#24 CC(C)n1c(/N=C/c2ccccc2O)nc2ccccc21
Compound	17	18	19	20	21	22	23	24
KCNH2 WT inh	-3	0	-2	2	-1	2	-3	-1
MLL CXXC-DNA inh	.	-7%	-4%	0%	-10%	13%	-2%	-12%
AT treatment	-2%	-2%	-5%	9%	4%	-4%	1%	9%
TRPV1 ag	1	-4	-3	0	.	-1	1	-2
S-ASM inh	1%	0%	10%	-3%	0%	-1%	1%	2%
FBPA coupling cs	.	3	-1	-5	3	1	-2	1
KCNH2 3.1 block	-1	-16	-5	36	-1	3	-8	-2
Integrin act MD	15%	-16%	3%	-2%	0%	-9%	3%[7.66 µM]	-3%
MBNL1 CUG block	.	?	-6%	-5%	-8%	6%	-2%	-2%
GALK inh	.	8%	-2%	.	-3%	-2%	-1%	-2%

#25 O=C(O)Cn1cnc2c(oc3ccccc32)c1=O
#26 C=CCNC(=O)/C(C#N)=C/c1c(N2CCN(c3ccccc3)CC2)nc2c(C)cccn2c1=O
#27 COCCn1c(SCC(=O)NNC(=O)c2ccccc2)nc2ccccc21
#28 O=c1[nH]c(-c2ccccc2F)nc2c1sc(=S)n2Cc1ccccc1
#29 CC1(N2CCOCC2)C(=O)c2ccccc2C1=O
#30 CCc1ccc(C(=O)COC(=O)C(CCSC)NC(=O)c2ccccc2)cc1 (configuration not stated)
#31 CCC(=O)Nc1nnc(S(=O)(=O)N2CCCCCC2)s1
#32 O=C(NNC(=S)Nc1ccc(Br)cc1)c1ccccc1
#33 CCNc1c(N)c(=O)oc2ccccc12
#34 Cc1cc(C)c(OCC(=O)Nc2cccc(O)c2)cc1C
#35 Cn1c(COc2ccc([N+](=O)[O-])cc2)nnc1SCC(N)=O
Compound	25	26	27	28	29	30	31	32	33	34	35
KCNH2 WT inh	-3	-6	-3	1	-1	3	2	-2	0	8	6
MLL CXXC-DNA inh	0%	48%[activator]	.	0%	-10%	-3%	-1%	3%	7%	11%	?
AT treatment	4%	-23%	0%	1%	-2%	.	0%	-2%	-8%	-1%	-4%
TRPV1 ag	0	8	.	2	-2	-3	4	17	-1	0	0
S-ASM inh	3%	i	-1%	-13%	0%	0%	-1%	0%	3%	2%	2%
FBPA coupling cs	-1	-2	.	0	2	5	0	-3	1	3	-1
KCNH2 3.1 block	-14	9	-1	-7	0	-2	2	-4	8	-9	3
Integrin act MD	-19%	7%	2%	2%	12%	-2%	10%	-25%	9%	26%	4%
MBNL1 CUG block	.	8%	.	19%	4%	.	1%	3%	-2%	4%	?
GALK inh	-4%	1%	.	-1%	0%	-1%	.	-2%	3%	0%	7%
